GLP-1R agonist: agonists of human GLP-1 receptor | HEK293 GLP-1R CRE-luciferase, luminescence, 4-6 h; cells express a hypersensitive GLP-1R form | P43220 | Potency, µM (titrated, usually from 45.6 µM), without a hit: at the highest dose activation, usual class: activators | 0.007% of 380,000 active; further: % of control where 0% means no effect
Target sequence (P43220 whole entry, looked up): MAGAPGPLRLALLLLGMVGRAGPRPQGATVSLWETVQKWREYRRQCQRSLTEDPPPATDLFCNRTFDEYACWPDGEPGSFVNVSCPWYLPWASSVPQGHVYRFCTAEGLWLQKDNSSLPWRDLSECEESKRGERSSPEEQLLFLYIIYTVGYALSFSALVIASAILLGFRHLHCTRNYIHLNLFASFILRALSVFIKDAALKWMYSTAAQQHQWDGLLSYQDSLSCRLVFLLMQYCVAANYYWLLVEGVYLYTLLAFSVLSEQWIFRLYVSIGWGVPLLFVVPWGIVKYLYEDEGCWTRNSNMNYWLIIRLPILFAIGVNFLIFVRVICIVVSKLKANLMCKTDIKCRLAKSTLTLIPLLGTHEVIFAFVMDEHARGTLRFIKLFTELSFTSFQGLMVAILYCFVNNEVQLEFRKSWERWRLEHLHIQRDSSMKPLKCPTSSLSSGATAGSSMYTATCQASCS
GLP1R cytotox: cytotoxicity counter-screen for GLP-1 receptor inverse agonists. HEK293 cAMP-luciferase reporter cells, luminescence, 24 h. 0.13% of 410,000 active. AID 624418. Potency, µM (top dose mostly 38.3 µM), inactives show at the top dose activity change, negative = inhibition, most hits filed as inhibitors;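 further: loss of luciferase light is scored as toxicity; on the % scale 0 is the no-effect control and ±100 the full control effect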
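Step one: seed cells (200 cells/uL, DMEM with 10% Nu serum, 1% pen-strep). Step two: 12-hour incubation at 37 deg C. Step three: pin 23 nL compound, incubate 24 hr. Step four: add luciferase reagent, read luminescence 12 min later.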
HT1080 IDH1KD tx: toxicity to HT-1080 IDH1 knockdown cells (counter line). HT-1080 IDH1 knockdown viability, ATP luminescence, 48 h. Potency, µM (series often up to 46.1 µM), without a hit: at the highest dose activity, negative = toxicity, hits mostly cytotoxic. AID 686971. 2% of 360,000 active;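 further: 0% = DMSO wells and -100% = cell-free medium wells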
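% activity derives from luminescence (CellTiter-Glo), normalised to DMSO and no-cell wells. HT-1080-IDH1KD cells, 750/well, had 48 h compound exposure at 37 °C.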
HT1080-NT tox: kills 2HG-producing HT-1080-NT fibrosarcoma cells; HT-1080-NT fibrosarcoma viability, CellTiter-Glo ATP luminescence, 48 h; Potency, µM (series often up to 46.1 µM), for inactives: at the highest dose activity, negative = less viability, hits mostly cytotoxic; 1.6% of 360,000 active; AID 686970;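 further: NT is the 2HG producing partner of a matched IDH1 knockdown line; 0% = DMSO-treated cells and -100% = media-only wells without cells; nearly all actives have a fitted effect of over 55% in size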
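HT-1080-NT; 750 cells/well; 5% FBS RPMI; 48 h compound, 37 degrees C; CellTiter-Glo luminescence; curve fitting and curve-class assignment.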
SW480 rereplic: inducers of DNA re-replication in SW480 colon cancer cells; SW480 DNA re-replication, Hoechst DNA content imaging, 48 h; Potency, µM (top dose mostly 46.1 µM), for the others: at the highest dose re-replication activation, most hits filed as activators; 1.8% of 340,000 active; further: % of control where 0% means no effect; nearly all actives have a fitted effect of over 55% in size
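250 cells/well; 23 nL cpd via pin tool; 48 hr, 37 C, 5% CO2; Hoechst 40 min; imager read of total nuclear intensity, ex 405/em 500-530 nm.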
TDP43 rescue: inhibitors of TDP-43 toxicity in yeast; TDP-43 expressing yeast growth rescue, BacTiter-Glo, 24 h; Potency, µM (series often up to 46.1 µM), for the others: top-dose growth rescue (activation), usual class: activators; 1.8% of 410,000 active; further: % of control where 0% means no effect; nearly all actives have a fitted effect of over 50% in size
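Cell-based yeast growth screen: TDP-43 expression induced in galactose, inoculum OD600=0.02 after raffinose pregrowth to mid-log. Read-out BacTiter-Glo luminescence at 24 hr, 30 deg C; inhibition of toxicity seen as signal increase.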
KB-V1 cytotox: KB-V1 MDR subline cytotoxicity. KB-V1 MDR cells viability, CellTiter-Glo, 72 h. Potency, µM (doses to about 46.1 µM), for the others: top-dose activity change, negative = cytotoxicity, most hits filed as cytotoxic. 3.4% of 400,000 active. AID 1347076; further: on the % scale 0 is the no-effect control and ±100 the full control effect; nearly all actives have a fitted effect of over 60% in size
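Cells of the MDR subline KB-V1 are plated, dosed with compound at multiple concentrations, and incubated 72 h at 37 degrees C; CellTiter-Glo is then added and luminescence read after 10 min.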
KB-3-1 tox: KB-3-1 parental cell cytotoxicity. KB-3-1 viability, CellTiter-Glo ATP luminescence, 72 h. Potency, µM (top dose mostly 46.1 µM), for inactives: at the highest dose activity change, negative = cytotoxic, actives largely listed as cytotoxic. 1.4% of 400,000 active; further: on the % scale 0 is the no-effect control and ±100 the full control effect; nearly all actives have a fitted effect of over 60% in size
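KB-3-1 parental drug-naive adenocarcinoma cells in DMEM/10% FBS, incubated 72 h at 37 C with pin-transferred compounds across a concentration series. Viability by CellTiter-Glo luminescence; concentration-response curves fitted after normalization.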
GLP1R inv ag: acts as inverse agonist at human GLP-1 receptor; 1.6% of 410,000 active; HEK293 GLP-1R CRE-luciferase, luminescence, 24 h; GLP-1R form is constitutively active; Potency, µM (doses to about 38.3 µM), for inactives: at the top dose activity change, negative = inhibition, hits mostly inhibitors; P43220; further: on the % scale 0 is the no-effect control and ±100 the full control effect; nearly all actives have a fitted effect of over 55% in size
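Inverse agonism was detected as reduced cAMP-driven luciferase luminescence after 24 h compound treatment. The cells were HEK293 clones expressing constitutively active human GLP-1R with the reporter. Reporter-only and GPR119 cell lines served as counterscreen controls.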
An asterisk follows results filed as active; u = inconclusive; x = not tested or not shown; & = joins results of further samples; [ ] = another dose, or the depositor's remark. The call rests on the fitted dose curve; in most records, active means well fitted curve in the direction sought with a large enough effect; inconclusive means small, poorly fitted or top-dose-only effect, or another doubt; inactive means no such curve, though single readings can be large; an effect the other way counts as inactive or inconclusive. Potency means the concentration at half of the fitted maximal effect.

SMILES,GLP-1R agonist,GLP1R cytotox,HT1080 IDH1KD tx,HT1080-NT tox,SW480 rereplic,TDP43 rescue,KB-V1 cytotox,KB-3-1 tox,GLP1R inv ag
CCN(CC)CCCN1C(=O)c2oc3ccccc3c(=O)c2C1c1cccnc1 (stereo not given),6%,74%[activator],3%,-3%,-7%,-22%,26%,-3%,4%
O=C(c1cn(Cc2ccccc2)nc1-c1cccnc1)N1CCc2ccccc2C1,13%,-19%,-1%,-1%,-22%,7%,0%,20%,-18%
O=C(N/N=C\c1ccccc1)c1cccc(C(=O)N/N=C\c2ccccc2)n1,9%,-11%,12%,4%,-8%,13%,0%,2%,10%
COCCn1c(SCC(=O)N(C)c2ccccc2)nc2c([nH]c3ccccc32)c1=O,0%,-9%,3%,-2%,4%,-1%,-2%,17%,7%
C[C@H]1CN([C@@H](C)CO)C(=O)CCCn2cc(nn2)CO[C@@H]1CN(C)S(=O)(=O)c1cccs1,4%,-3%,13%,4%,x,0%,25%,u,15%
C[C@H](CO)N1C[C@H](C)[C@@H](CN(C)Cc2ccc3c(c2)OCO3)Oc2c(NC(=O)C3CCCCC3)cccc2C1=O,2%,-7%,-11%,-8%,u,11%,-4%,u,u
CCSCc1nnc(SCC(=O)Nc2cccc(SC)c2)n1C,-8%,-3%,u,-16%,1%,2%,11%,2%,-9%
CCOc1ccc(CCNC(=O)COC(=O)c2cc(S(=O)(=O)N3CCOCC3)ccc2F)cc1OCC,11%,u,2%,2%,-1%,18%,16%,16%,67%[activator]
C=CCn1c(=O)c(C(=O)NCCc2ccc(Cl)cc2)c(O)c2cc(OC)c(OC)cc21,-2%,1%,0%,3%,-2%,-13%,-1%,-4%,5%
CC(C)n1cnc2c(N(C)c3cccc(Cl)c3)nc(N(CCO)CCO)nc21,-1%,-8%,-19%,-1%,-3%,11%,-6%,-6%,29%
CN1CCN(C(=S)NC(=O)c2ccco2)CC1,0%,-3%[7.66 µM],0%,6%,1%,12%,8%,0%,-12%[7.66 µM]
O=c1[nH]c2cc3c(cc2cc1CN(CCc1ccccc1)C(=S)NCCCN1CCOCC1)OCCO3,-3%,4%,10%,10%,u,-4%,-4%,u,33%
COc1ccc(Nc2c3c(nc4ccccc24)CCC3)c(OC)c1,5%,u,16µM*,18µM*,u,-13%,4.1µM*,21µM*,u
Cn1nc(-c2ccccc2)c2cc([N+](=O)[O-])ccc21,15%,3%,-24%,-15%,4%,u,0%,1%,63%[activator]
O=S1(=O)CCOC[C@H](c2ccccc2)N1Cc1cccc(Cl)c1,-6%,17%,-11%,0%,-5%,u,0%&-35%,u,u
COc1ccc(CCNc2oc(COc3ccc(Cl)cc3)nc2C#N)cc1OC,x,-18%,x,x,x,6%,u,-17%,u
CCC(C)(C)c1ccc(OCCCC[n+]2cccc(C)c2)c(C(C)(C)CC)c1,6%,-3%,4.1µM*,6.5µM*,u,-5%,4%,3.3µM*,10µM*
CC1=C(C#N)C(NC(=O)C2CC2)(C(F)(F)F)C(=O)N1 (stereo not given),19%,-11%,0%,0%,0%,5%,0%,-7%,13%
Cn1c(=O)c2c(-c3ccccc3)n(-c3cc(Cl)c([N+](=O)[O-])cc3O)cc2n(C)c1=O,-4%,-13%,0%,-2%,x,-7%,-26%,0%,-5%
O=C(COc1nc2ccccc2nc1N1CCOCC1)Nc1ccc(S(=O)(=O)N2CCCC2)cc1,-14%,-2%,19%,1%,-1%,17%,u,9%,-1%
CCC(=O)N1CCN(c2ccc(NC(=O)c3ccc4c(c3)OCO4)cc2)CC1,-7%,-7%,u,-23%,1%,9%,2%,u,-16%
O=C(CCCCn1c(=O)c2ccccc2n(Cc2ccccc2F)c1=O)NC1CCN(Cc2ccccc2)CC1,-1%,20%,9%,15%,7%,-11%,-10%,-18%,-14%
O=C1O[C@@H](c2ccccc2)C[C@@H](O)[C@H](O)CCCCc2ccccc21,-1%,1%,u,-7%,x,26%,-10%,13%,-28%
COc1cccc(-c2ncc3ccccc3c2COC(=O)N2CCCCC2)c1,u,11%,-7%,2%,-2%,u,-3%,0%,u
Cc1ccc2c(=O)cc(C(=O)Nc3sc4c(c3C(=O)NCc3ccco3)CCC4)oc2c1,x,3%,x,x,x,15%,12%,u,5%

Reprinted at random: two records from the list.
SMILES,GLP-1R agonist,GLP1R cytotox,HT1080 IDH1KD tx,HT1080-NT tox,SW480 rereplic,TDP43 rescue,KB-V1 cytotox,KB-3-1 tox,GLP1R inv ag
CCOc1ccc(CCNC(=O)COC(=O)c2cc(S(=O)(=O)N3CCOCC3)ccc2F)cc1OCC,11%,u,2%,2%,-1%,18%,16%,16%,67%[activator]
Cn1nc(-c2ccccc2)c2cc([N+](=O)[O-])ccc21,15%,3%,-24%,-15%,4%,u,0%,1%,63%[activator]

(cont.)
SMILES,GLP-1R agonist,GLP1R cytotox,HT1080 IDH1KD tx,HT1080-NT tox,SW480 rereplic,TDP43 rescue,KB-V1 cytotox,KB-3-1 tox,GLP1R inv ag
C[C@H](CO)N1C[C@H](C)[C@@H](CN(C)C(=O)Nc2ccccc2)Oc2ccc(NC(=O)c3ccncc3)cc2C1=O,2%,5%,1%,14%,-14%,-6%,-11%,0%,20%
O=C(NCCCN1CCOCC1)c1nn2c(C(F)(F)F)cc(-c3ccco3)nc2c1Cl,13%,-10%,3%,25%,-7%,-18%,-11%,-1%,55%[activator]
CCCn1nnc(NC(=O)c2cccnc2Cl)n1,-1%,20%,0%,0%,1%,-11%,10%,0%,17%
CCOc1cc(/C=C/C(=O)O)ccc1OCCO,-1%,8%,0%,0%,-41%[inhibitor],-10%,12%,2%,7%
C[C@@H]1COc2cccc(N3CCC[C@@H]3CO)c2S(=O)(=O)N1,-1%,1%,2%,21%,x,19%,-6%,9%,21%
COc1ccc(CCC(=O)NCCS(=O)(=O)N2CCN(c3ccc(F)cc3)CC2)cc1,5%,0%,0%,-1%,-150%[inhibitor],-16%,-6%,7%,-15%
O=C(CN1C(=O)C2(SCC(=O)N2c2ccc(Cl)cc2)c2ccccc21)NCCc1ccccc1 (stereo not given),-1%,-8%,x,x,x,13%,0%,0%,5%
O=C(CNC(=O)c1ccc(Br)cc1)OCc1cc([N+](=O)[O-])cc2c1OCOC2,9%,18%,11%,-7%,1%,-19%,-2%,17%,-7%
O=C(CSc1n[nH]c(-c2ccccc2Cl)n1)NCc1ccc(F)cc1,x,-2%,x,x,x,19%,4%,-1%,-2%
CCOC(=O)C1(CC/C(C)=N\NC(N)=O)CC(C)(C)OC1=O (stereo not given),1%,6%,19%,17%,-3%,2%,27%,3%,-5%
CCOC(=O)c1ccc(NC(=O)C2CCN(S(=O)(=O)CC)CC2)cc1,2%,-3%,21%,14%,-12%,23%,-2%,18%,-12%
Cc1cccc2sc(N(CCCN(C)C)C(=O)COc3ccc(Cl)cc3)nc12,9%,u,u,u,-2%,-22%,-5%,-3%,u
O=C(NCC1CC1)c1cc(-c2ccccc2)nn1CC1CC(c2cccc([N+](=O)[O-])c2)=NO1 (stereo not given),-6%,4%,0%,0%,-7%,8%,-4%,-2%,-8%
CCCOc1ccc(NC(=O)C2CC(=O)N3CCCN=C3S2)cc1 (stereo not given),-7%,-12%,-3%,-26%,-2%,-21%,14%,2%,2%
Cc1cccc(Nc2nnc(SCC(=O)NCc3cccs3)s2)c1C,-1%,-22%,3%,9%,-77%[inhibitor],-24%,-24%,14%,u
COc1cccc(C(=O)OCCCOC(=O)c2cccc(OC)c2OC)c1OC,10%,7%,0%,0%,-2%,10%,-22%,1%,19%
O=C(NCc1ccccn1)C1CCCN(S(=O)(=O)c2cc(Cl)ccc2Cl)C1 (stereo not given),7%,-7%,5.8µM*,5.8µM*,u,-35%[inhibitor],0.73µM*,u,49%[activator]
O=C(NCCCN1CCOCC1)/C(=C/c1ccc(-c2cccc([N+](=O)[O-])c2)o1)NC(=O)c1ccccc1,-3%,-1%,u,-29%,x,12%,-3%,-14%,-6%
COc1ccc(C2CC(c3ccc(Cl)cc3)=NN2c2ccc(S(N)(=O)=O)cc2)cc1 (stereo not given),1%,92%[activator],u,u,0.82µM*,14%,-21%,u,u
Cc1cc(C)n(/N=C\c2c(O)ccc3ccccc23)c(=O)c1C(N)=O,-5%,u,0%,-1%,-5%,-32%[inhibitor],-11%,19%,0%
CC(C)(C)C(=O)Nc1ccc(C(=O)NNC(=O)Cc2ccccc2)cc1,-1%,-9%,5%,15%,-4%[9.22 µM],1%,26%,14%,3%
Cc1c(NC(=O)c2cc(-c3ccccc3)nc3ccccc23)c(=O)n(-c2ccccc2)n1C,-13%,u,3%,1%,7%,0%,x,x,u
CCc1ccc(-c2nc(CS(=O)CC(=O)NCCCN3CCC(C)CC3)c(C)o2)cc1 (stereo not given),11%,-21%,u,u,-7%,12%,14%,-14%,u
COc1cccc(N2CCN(C(=O)c3cc(-c4ccc(F)cc4)[nH]c3C)CC2)c1,1%,-2%,u,-26%,0%,0%,-9%,-16%,u
Cc1ccc(-c2csc(NC(=O)c3ccccc3Cl)c2C(=O)O)cc1,-1%,-3%,-15%,-22%,-12%,-34%[inhibitor],3%,-22%,-23%
CN(C(=O)CC1C(=O)NCCN1Cc1ccc(F)c(F)c1)C1CCCCC1 (stereo not given),1%,-1%,-5%,-3%,5%,-6%,-21%,5%,-25%
COCCNC(=O)C(=O)NCC(c1ccc2c(c1)OCO2)N1CCN(c2ccc(F)cc2)CC1 (stereo not given),4%,-5%,2%,7%,-1%,-7%,-10%,0%,u

Some of these compounds in order of the GLP-1R agonist value, largest number first:
molecule	GLP-1R agonist
O=C(N/N=C\c1ccccc1)c1cccc(C(=O)N/N=C\c2ccccc2)n1	9%
CCC(C)(C)c1ccc(OCCCC[n+]2cccc(C)c2)c(C(C)(C)CC)c1	6%
C=CCn1c(=O)c(C(=O)NCCc2ccc(Cl)cc2)c(O)c2cc(OC)c(OC)cc21	-2%

Compound activity as filed in PubChem BioAssay.
